VIM-2 inhibitor: inhibitors of Pseudomonas aeruginosa VIM-2 metallo-beta-lactamase. 0.89% of 290,000 active. inhibition, % at 5.6 µM. AID 1527. purified VIM-2, nitrocefin hydrolysis, epi-absorbance fluorescence;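 active = inhibition above the mean of all tested compounds plus 3 SD, cutoff set per screening run, cut at about 7.5% in these data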;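 note: red hydrolysis product quenches plate fluorescence so inhibitors raise well fluorescence; 0% = enzyme with DMSO and 100% = DMSO without enzyme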
IDE inh: inhibits human insulin-degrading enzyme in HEK cells; inhibition, % at 5.59 µM; 0.41% of 320,000 active; FAbetaB cleavage, fluorescence polarization; AID 434962; P14735;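 active = percent inhibition above the average of all tested compounds plus 3 SD, set per screening campaign, cut at about 16% in these data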;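 note: IDE supplied by intact live HEK cells; FP after avidin binding of uncleaved biotin substrate so inhibition keeps polarization high; 0% = DMSO wells and 100% = 60 µM reference IDE inhibitor Ii1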
p-CIP stab down: p/CIP protein destabilization; Q05BA5; F442A p/CIP-EGFP cells, EGFP fluorescence, 16 h; decrease of EGFP signal, % at 10 µM; 0.01% of 290,000 active; AID 1984;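 active = EGFP signal decrease of at least 30% at 10 µM or well 3 SD below plate mean, unless failing retest; inactive = the rest, including hits failing retest or dose response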; note: some compounds called inactive have numbers as strong as hits; many of its hits are not listed in these tables
IMP-1 inh: inhibitors of Pseudomonas aeruginosa IMP-1 metallo-beta-lactamase; purified IMP-1, nitrocefin hydrolysis, epi-absorbance fluorescence; inhibition, % at 5.6 µM; 0.45% of 290,000 active; AID 1556;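 active = inhibition above the mean plus 3 SD of all compounds in the same screening run, cut at about 4.5% in these data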;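 note: 0% = IMP-1 with DMSO and 100% = DMSO wells lacking enzyme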
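System: Purified IMP-1 | Read-out basis: Percent enzyme inhibition | Controls: IMP-1 with DMSO as 0%, enzyme-free DMSO as 100% | Replicates: One well per compound | Doses: 5.6 µM nominal single concentration | Detection: Epi-absorbance fluorescence, 480 nm excitation, 530 nm emission | Incubation: 25 °C, 15 min preincubation, 25 min reaction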
NS3 helicase inh: blocks Hepatitis C virus NS3 helicase unwinding | NS3 helicase DNA unwinding, Cy5 molecular beacon fluorescence | inhibition, % at 10.9 µM | 0.56% of 290,000 active;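 active = inhibition above the mean of all tested compounds plus 3 SD, set per campaign, cut at about 35% in these data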;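 note: 0% = DMSO wells and 100% = thioflavine S control wells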
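Compound dosing – single dose, 10.9 µM nominal final, DMSO 0.8% final · System – NS3 helicase fragment of HCV · Buffer or medium – MOPS pH 6.5, MgCl2, DTT, Tween20, BSA · Signal – Cy5 beacon fluorescence read at start and 1 h · Also added – annealed dual-labelled DNA beacon duplex, ATP-started · Schedule – 1 h at 25 °C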
GalR3 antag: antagonists of human GalR3. HEK293 GalR3-CNG cAMP membrane potential fluorescence; galR3 body fused to GalR1 C-terminus. inhibition, % at 3 µM. 0.44% of 360,000 active. O60755;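 active = inhibition above the screen-wide average plus 3 SD, cut at about 13% in these data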;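 note: forskolin and galanin both at EC90 stimulate the cells; cAMP rise reported by CNG channel membrane potential dye signal; 0% = forskolin plus galanin with DMSO and 100% = forskolin alone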
Target sequence (O60755 1-299 limits assumed): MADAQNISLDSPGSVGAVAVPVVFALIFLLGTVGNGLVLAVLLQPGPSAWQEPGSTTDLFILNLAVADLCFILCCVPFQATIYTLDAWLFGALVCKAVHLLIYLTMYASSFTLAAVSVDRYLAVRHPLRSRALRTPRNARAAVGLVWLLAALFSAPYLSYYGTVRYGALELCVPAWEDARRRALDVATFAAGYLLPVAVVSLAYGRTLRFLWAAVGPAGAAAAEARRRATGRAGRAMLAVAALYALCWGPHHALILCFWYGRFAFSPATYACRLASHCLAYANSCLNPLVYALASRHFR
SUMO HTRF inh: inhibitors of human SUMOylation (UBC9); P63279; HTRF SUMOylation assay, SAE1/SAE2 + UBC9, in vitro; inhibition, % at 35 µM; 0.36% of 290,000 active; AID 2006; in the data active = inhibition above about 50%, passing the limit was not always enough; note: strong numbers were not always called active
Target sequence (P63279 whole entry, looked up): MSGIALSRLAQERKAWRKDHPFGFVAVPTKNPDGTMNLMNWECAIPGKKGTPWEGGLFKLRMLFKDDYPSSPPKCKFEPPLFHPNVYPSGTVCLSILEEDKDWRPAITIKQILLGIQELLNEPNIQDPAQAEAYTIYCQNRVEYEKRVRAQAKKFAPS
IDE cell activ: boosts human insulin-degrading enzyme activity in HEK cells; P14735; FAbeta-B cleavage, fluorescence polarization; 0% vehicle, 100% cell-free pure enzyme wells; activation, % at 5.96 µM; 0.073% of 340,000 active; AID 493087;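 active = activation above the mean of all tested compounds plus 3 SD, set per screening campaign, cut at about 17% in these data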
CRFR2-BP antag: antagonists of CRF-binding protein/CRF-R2 receptor complex; HEK293 CRF-R2/CRF-BP, CRF-induced calcium fluorescence; inhibition, % at 11.8 µM; 0.59% of 350,000 active; AID 588475;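 active = inhibition of the ligand-induced calcium signal above about 50% at the single tested concentration, limit read from the data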
* hit, by the source's call; / = not tested or not shown.

SMILES	VIM-2 inhibitor	IDE inh	p-CIP stab down	IMP-1 inh	NS3 helicase inh	GalR3 antag	SUMO HTRF inh	IDE cell activ	CRFR2-BP antag
CCOc1ccc(C(C)=O)cc1CN1C(=O)NC2(CCCCC2C)C1=O (stereo not drawn)	-0.2	6	-8	-4.5	-8	-3	6	-1	-13
CCOCCOC(=O)c1ccc(NC(=O)c2cc(OC)c(OC)c(OC)c2Br)cc1	-0.9	-1	-1	-2.0	-1	-7	2	1	23
O=C(CSc1ncccn1)Nc1cccc2ccccc12	-4.0	9	0	-3.3	-9	-4	7	8	5
CCc1nnc(NC(=O)C2(C)COC(c3ccccc3)OC2)s1 (stereo not drawn)	-2.7	-3	10	-2.1	-10	-1	16	3	-24
O=C(CCC(=O)Nc1ccc(F)cc1)N/N=C/c1ccncc1	-2.5	3	11	-0.4	5	-3	5	1	-6
COc1ccc(-c2nc3c(s2)CCc2onc(-c4ccc(Br)cc4)c2-3)cc1	/	2	/	/	/	-5	/	5	-5
Cc1ccc(OCC(=O)N(Cc2ccco2)C2CCS(=O)(=O)C2)cc1 (stereo not drawn)	-0.2	5	10	-4.1	-1	-1	-6	1	-4
Cc1ccc(NS(=O)(=O)c2cccc(C(=O)NCC3(N(C)C)CCCCC3)c2)cc1	-1.8	4	12	-4.0	-11	-7	11	-4	-54
CCCNC(=O)Cn1c(=O)/c(=C\c2ccc(-c3cccc([N+](=O)[O-])c3)o2)s/c1=C\C(=O)C(C)(C)C	1.2	-2	-13	-1.5	20	-4	29	4	-121
CCN(CC)CCN(C(=O)c1ccc(S(=O)(=O)N2CCCC2)cc1)c1nc2cc(C)cc(C)c2s1	-0.5	2	-2	-2.6	-3	-4	1	-6	-6
CC(=O)c1cn(CC(=O)NCc2ccc3c(c2)OCO3)c2ccccc12	-2.9	4	-28	-2.5	8	-6	29	6	-14
CCC(=O)Nc1ccc2c(c1)ncn2-c1ccc(C)cc1	0.7	3	7	-1.2	-3	1	-3	-1	-5
CCOc1ccccc1C(=O)N1CCN(c2cccc(Cl)c2)CC1	-1.4	2	-7	-2.8	-9	7	-7	4	-39
COc1cc2c(cc1OC)-c1n[nH]c(=S)n1C(C)(C)C2	-2.2	-7	-1	-2.8	2	-5	0	-5	-5
Cc1ccc(-c2csc3ncnc(-n4nnc5ccccc54)c23)cc1	-0.5	4	-4	-3.3	9	-2	8	-3	14
Cc1ccc(C)c(OCC(=O)Nc2ccc(S(=O)(=O)N3CCN(C)CC3)cc2)c1	-1.5	3	6	-2.7	-18	-5	11	1	-15
O=C(Cc1cccs1)NCc1cccc(Cl)c1	-4.7	/	-3	-5.6	22	-11	5	-3	9
c1ccc(Cc2ccc(OCCn3cncn3)cc2)cc1	-5.2	-1	0	-3.7	-1	-3	-1	-1	9
Nc1nnnn1/N=C/c1cc([N+](=O)[O-])ccc1O	-4.0	-2	-4	-2.2	-13	0	12	1	2
CC(=O)Nc1ccc2cc3ccc(NC(C)=O)cc3nc2c1	8.4*	2	-576	3.0	2	0	19	-1	11
COc1cccc(-n2c(Cc3cc(=O)[nH]c(=O)[nH]3)nnc2SCC(=O)N2CCCCCC2)c1	-4.0	-1	4	-4.0	1	-2	0	-3	11
Cn1nnnc1-c1cc(Cl)cc(Cl)c1	-2.0	3	4	-3.4	1	-4	-6	-4	0
O=c1[nH]c(C2CCN(S(=O)(=O)c3ccc(F)cc3)CC2)nc2c1nnn2Cc1ccc2c(c1)OCCO2	2.1	-1	14	0.6	4	2	/	-1	6
COc1cc(C(=O)NC(=S)NC(C)C)cc(OC)c1OC	-2.9	-2	-12	-0.6	4	-1	-9	5	5
Cc1ccc(N=C2NC(=O)CS2)cc1C	-1.9	4	-11	-2.3	8	-4	3	7	6
Next results.
SMILES	VIM-2 inhibitor	IDE inh	p-CIP stab down	IMP-1 inh	NS3 helicase inh	GalR3 antag	SUMO HTRF inh	IDE cell activ	CRFR2-BP antag
CCc1ccc([C@@H]2CC=C(C(=O)O)[C@H](c3ccc(F)cc3)N2S(=O)(=O)c2ccc(C)cc2)cc1	/	1	/	/	/	0	/	1	15
CCOC(=O)c1c(C)[nH]c(C(=O)Nc2ccc(NC(C)=O)cc2)c1C	-3.3	3	-3	-2.7	-14	-8	15	3	4
C#CCOCCOCCOCCNc1nc(N2CCN(C(=O)Cn3cc(CCCCN)nn3)CC2)nc(N2CCN(C(=O)[C@H](C)n3cc(CCCN=C(N)N)nn3)CC2)n1	0.2	/	-1	-1.7	-11	/	23	/	/
Cc1ccc2c(c1)N(CC(=O)NCCCN1CCCC1)C(=O)CO2	-0.9	-11	-4	-0.2	-13	-7	15	0	8
COc1ccc(C2=NS(=O)(=O)N(C)C(C(=O)NC3CCCCC3)=C2)cc1OC	-2.5	5	2	-2.0	-8	/	21	3	-45
C=CCOc1ccc(/C=C\c2nc(O)c([N+](=O)[O-])c(=O)[nH]2)cc1OCC	1.2	-3	-5	-2.9	25	-10	9	0	12
Cc1ccc(NC(=O)NC(=O)CSc2n[nH]c(N)n2)c(C)c1	0.9	2	8	-0.5	-6	-5	12	-8	-1
CC(=O)N/C(=C\c1ccccc1)C(=O)NCC(=O)O	-2.6	/	-4	-2.1	8	1	-1	4	-13
CC(C)C(C(=O)O)N1CCS(=O)(=O)CC1 (stereo not drawn)	-0.5	-1	-1	-1.7	-3	-1	18	8	-7
O=C(Cn1cnc([N+](=O)[O-])n1)NCc1ccccc1	-1.7	5	-13	-1.9	0	2	29	3	5
O=C(c1cnn(-c2ccc(Cl)cc2)c1)c1ccccc1O	-3.5	-3	-6	-3.1	-14	-4	-4	5	-39
CC1CC(C)CN(CCCNC(=O)c2ccc(CNS(=O)(=O)c3ccc(F)cc3)cc2)C1 (stereo not drawn)	-4.0	0	-6	-4.0	-11	2	9	-2	-9
C=CC[C@]12CC=CC(=O)[C@@]1(O)O[C@H](c1ccc(OC)c(OC)c1)[C@H]2C	/	1	/	/	/	-6	/	6	-15
CCOC(=O)c1cnc2c(OC)cccc2c1N1CC(C)CC(C)C1 (stereo not drawn)	-0.4	4	-3	-2.2	-18	-6	1	5	-3
CCOc1ccc(OCCOC(=O)C2CCN(S(=O)(=O)c3ccc(C)c(C)c3)CC2)cc1	/	-2	/	/	/	-5	/	7	-4
CN(CCOc1ccc(Cl)cc1)C(=O)c1ccc(S(=O)(=O)N2CCOCC2)cc1	-1.7	-2	-12	-3.1	-2	-8	8	5	-6
COc1ccc(CNCc2ccc(OC)c3ccccc23)cc1	-2.5	6	-7	-2.0	-6	-11	6	1	-4
Cc1ccsc1C(=O)N1CCN(c2ncccn2)CC1	/	-1	/	/	/	-6	/	0	5
Cc1ccccc1C(=O)NNC(=O)C(=O)Nc1cccc(Cl)c1C	-1.4	0	-15	-3.3	2	-4	11	-2	22
O=[N+]([O-])c1ccc(N2CCN(Cc3ccccc3)CC2)s1	-4.4	-2	-6	-5.9	-19	-8	10	1	11
CCN(CCNC(=O)C1CCN(c2nnc(-n3cccc3)s2)CC1)c1ccccc1	-1.5	-1	-11	-2.2	5	1	3	-1	4
NC(=S)NNc1ccc(Cl)c(Cl)c1	-3.0	9	-4	-2.9	0	-4	8	-1	-4
COc1ccc(NC(=O)CNc2ccc(C#N)cc2)cc1	1.6	8	0	0.1	2	0	12	3	13
CCOC(=O)C1(C)NC(c2ccccc2F)C2C(=O)N(c3cccc(C(C)=O)c3)C(=O)C21 (stereo not drawn)	1.2	-4	-11	-1.6	-5	-6	21	1	-19
C/C(=N\NC(=O)CNC(=O)c1ccccc1F)c1ccco1	-4.0	1	-2	-3.3	4	-8	-3	5	3
CCOC(=O)C1(Cc2ccc(Cl)cc2)CCN(C(C)Cc2ccc(O)c(OC)c2)CC1 (stereo not drawn)	-2.4	2	-12	-4.2	-19	-12	2	10	-18
CC(C)Sc1nnc(Nc2ccccc2)s1	-0.9	9	5	-2.4	-7	-3	12	4	-28
O=C(Nc1ccc(N2CCCC2)cc1)c1cc(Br)ccc1Cl	-3.8	9	-11	-2.3	-6	-6	-7	5	13
CCn1c(/C=C/Nc2ccccc2)[n+](CC)c2ccc(C(=O)OCC(F)(F)F)cc21	-2.3	10	4	-2.4	-4	-1	-12	-2	-40
COCCCNc1nc2nonc2nc1N1C[C@H]2CC[C@H]1C2	-3.0	0	-2	-2.3	1	3	20	6	-6

2 entries from above, set out differently.
CCOC(=O)c1cnc2c(OC)cccc2c1N1CC(C)CC(C)C1 (stereo not drawn)
  VIM-2 inhibitor: -0.4
  IDE inh: 4
  p-CIP stab down: -3
  IMP-1 inh: -2.2
  NS3 helicase inh: -18
  GalR3 antag: -6
  SUMO HTRF inh: 1
  IDE cell activ: 5
  CRFR2-BP antag: -3
CCOc1ccc(OCCOC(=O)C2CCN(S(=O)(=O)c3ccc(C)c(C)c3)CC2)cc1
  VIM-2 inhibitor: /
  IDE inh: -2
  p-CIP stab down: /
  IMP-1 inh: /
  NS3 helicase inh: /
  GalR3 antag: -5
  SUMO HTRF inh: /
  IDE cell activ: 7
  CRFR2-BP antag: -4

Arranged by molecular weight (rising): 7 of the compounds above
SMILES	VIM-2 inhibitor	IDE inh	p-CIP stab down	IMP-1 inh	NS3 helicase inh	GalR3 antag	SUMO HTRF inh	IDE cell activ	CRFR2-BP antag
O=C(Cc1cccs1)NCc1cccc(Cl)c1	-4.7	/	-3	-5.6	22	-11	5	-3	9
COc1cc2c(cc1OC)-c1n[nH]c(=S)n1C(C)(C)C2	-2.2	-7	-1	-2.8	2	-5	0	-5	-5
CC(=O)Nc1ccc2cc3ccc(NC(C)=O)cc3nc2c1	8.4*	2	-576	3.0	2	0	19	-1	11
Cc1ccc(NC(=O)NC(=O)CSc2n[nH]c(N)n2)c(C)c1	0.9	2	8	-0.5	-6	-5	12	-8	-1
COc1ccc(C2=NS(=O)(=O)N(C)C(C(=O)NC3CCCCC3)=C2)cc1OC	-2.5	5	2	-2.0	-8	/	21	3	-45
COc1ccc(-c2nc3c(s2)CCc2onc(-c4ccc(Br)cc4)c2-3)cc1	/	2	/	/	/	-5	/	5	-5
CCOc1ccc(OCCOC(=O)C2CCN(S(=O)(=O)c3ccc(C)c(C)c3)CC2)cc1	/	-2	/	/	/	-5	/	7	-4

Screens: PubChem BioAssay, several laboratories
